HDAC3 inh – inhibitors of human histone deacetylase 3; O15379; recombinant HDAC3, fluorogenic peptide/trypsin coupled, fluorescence; inhibition, % at 8.3 µM; 320,000 compounds, 0.15% hits; AID 2718; in the data active = inhibition above about 26%, passing the limit was not always enough
Target sequence (O15379 whole entry, looked up): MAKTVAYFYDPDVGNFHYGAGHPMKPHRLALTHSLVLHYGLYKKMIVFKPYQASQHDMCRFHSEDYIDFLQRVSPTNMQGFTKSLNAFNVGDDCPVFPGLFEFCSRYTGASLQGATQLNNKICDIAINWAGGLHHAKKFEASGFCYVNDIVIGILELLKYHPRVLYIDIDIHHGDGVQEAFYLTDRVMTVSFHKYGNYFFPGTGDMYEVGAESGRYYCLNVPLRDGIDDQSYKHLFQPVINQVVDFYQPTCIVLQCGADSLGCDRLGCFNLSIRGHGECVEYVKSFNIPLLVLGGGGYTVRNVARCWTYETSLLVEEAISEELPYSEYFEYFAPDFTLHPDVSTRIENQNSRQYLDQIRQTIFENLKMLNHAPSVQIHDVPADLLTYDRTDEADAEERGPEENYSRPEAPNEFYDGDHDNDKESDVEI
HSP90 refold inh – inhibitors of HSP90 luciferase refolding in rabbit reticulocyte lysate; luciferase refolding luminescence, 3 h; inhibition, % at 5.6 µM; 290,000 compounds, 0.91% hits;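 active = inhibition above the screen-wide mean plus 3 SD, computed separately per campaign, cut at about 16% in these data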;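 also: 0% = DMSO wells and 100% = 60 µM geldanamycin wells; inhibitors lower the luminescence because luciferase stays unfolded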
GSK3 alpha inh – inhibitors of human GSK-3 alpha kinase | P49840 | ADP-Glo luminescence, 60 min | inhibition, % at 10 µM | 320,000 compounds, 0.1% hits;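 in the data active = inhibition above about 50%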;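 also: GST-tagged GSK-3 alpha with peptide substrate and 25 µM ATP; 0% = DMSO neutral wells and 100% = GW8510 positive control wells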
Target sequence (P49840 whole entry, looked up): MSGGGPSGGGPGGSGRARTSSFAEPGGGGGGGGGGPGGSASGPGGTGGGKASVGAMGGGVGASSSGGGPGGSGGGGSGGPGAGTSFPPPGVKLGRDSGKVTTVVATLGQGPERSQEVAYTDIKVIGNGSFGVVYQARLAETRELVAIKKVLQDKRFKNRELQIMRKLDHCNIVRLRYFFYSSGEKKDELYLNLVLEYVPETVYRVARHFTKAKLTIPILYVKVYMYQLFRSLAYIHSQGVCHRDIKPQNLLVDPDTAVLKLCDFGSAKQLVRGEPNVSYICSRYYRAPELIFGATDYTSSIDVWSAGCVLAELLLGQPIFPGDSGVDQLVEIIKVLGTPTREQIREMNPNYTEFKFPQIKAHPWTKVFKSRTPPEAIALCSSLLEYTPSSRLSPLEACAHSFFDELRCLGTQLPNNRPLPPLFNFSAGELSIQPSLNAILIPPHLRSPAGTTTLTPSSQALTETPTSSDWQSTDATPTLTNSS
AI-2 QS modul – modulators of Vibrio harveyi AI-2 quorum sensing system. activity change, % at 7.5 µM. 300,000 compounds, 0.4% hits. Vibrio harveyi JMH597 AI-2 luminescence/OD600 ratio, 9 h; hits give low values; strain lacks LuxN and CqsS sensors; 0 = neutral-control median; in the data active = activity change below about -75%, passing the limit was not always enough;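 also: luminescence divided by OD600 gain over 9 h not by final OD600 alone; inactives centre near 13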
Numbers without * were called inactive; / = no result given. This is a subset; the hit share may differ from the screen's.

nr | compound | GSK3 alpha inh | HDAC3 inh | HSP90 refold inh | AI-2 QS modul
1 | O=c1c2cnn(-c3ccccc3)c2ncn1/N=C/c1ccncc1 | / | / | 6 | /
2 | O=C(Nc1ccc(N2CCOCC2)c(C(=O)O)c1)c1ccco1 | / | / | -4 | /
3 | CN(C)S(=O)(=O)N(CC(=O)Nc1ccccc1C(F)(F)F)c1ccccc1 | / | / | 0 | /
4 | O=P(O)(CN1CCCCC1)CN1CCCCC1 | / | / | -6 | /
5 | Cc1cccc(NC(=O)c2snc3c(=O)[nH]cnc23)c1 | / | / | 1 | /
6 | CCCN1C(=O)/C(=C/c2c(N3CCNC(=O)C3CC(=O)OC)nc3c(C)cccn3c2=O)SC1=S (stereo unspecified) | / | / | -1 | /
7 | c1ccc2c(c1)nc(N1CCN(C3CCCCC3)CC1)c1nnnn12 | / | / | 3 | /
8 | CCCOc1nc2c(c(=O)n(C)c(=O)n2C)n1CC | / | / | 4 | /
9 | CN(C(=O)c1ccc(C(=O)N(C)C2CCCCC2)cc1)C1CCCCC1 | / | / | 1 | /
10 | Cn1c(=O)c2c(nc(NCCCN3CCOCC3)n2Cc2ccc(Cl)c(Cl)c2)n(C)c1=O | / | / | 5 | /
11 | CC1(C)CC(=O)C=C(NC2CCS(=O)(=O)C2)C1 (stereo unspecified) | / | / | -3 | /
12 | CCc1nc(SCC(=O)N2CCN(c3ccccc3)CC2)c2c(=O)n(C)c(=O)n(C)c2n1 | / | / | -2 | /
13 | CCC(c1nnnn1C(C)(C)C)N(CCOC)Cc1cc2cccc(C)c2n2nnnc12 (stereo unspecified) | / | / | 3 | /
14 | C=C(C)C1Cc2c(C)nn(-c3cc(C)c4ccccc4n3)c2C1 (stereo unspecified) | / | / | 1 | /
15 | O=C(c1noc2c1CCc1ccccc1-2)N1CCc2ccccc2C1 | / | / | 3 | /
16 | Cc1ccc(N2CCN(CC(=O)Nc3c(C(=O)C4CC4)oc4ccccc34)CC2)cc1 | / | / | -4 | /
17 | O=C(CSc1nc(N2CCCCC2)nc(N2CCCCC2)n1)NC1CCCCC1 | / | / | -5 | /
18 | N#Cc1c(SCc2nc3ccccc3[nH]2)nc2c(c1C(F)(F)F)CCC2 | / | / | 3 | /
19 | c1ccc(-c2nnc(-c3cccc(-c4nnc(-c5ccccc5)o4)c3)o2)cc1 | / | / | -3 | /
20 | CCOCCCn1c(=N)c(C(=O)Nc2cc(C)on2)cc2c(=O)n3ccccc3nc21 | / | / | 1 | /
21 | CCCn1c(=O)c2ccccc2n2c(SCc3cc(=O)n4ccsc4n3)nnc12 | / | / | 0 | /
22 | COc1ccccc1C1/C(=C(\O)c2c(C)nc3c(C)cccn23)C(=O)C(=O)N1CCCN(C)C (stereo unspecified) | / | / | 1 | /
23 | Cc1nnc(NC(=O)c2oc3cc(C)c(C)cc3c2C)s1 | / | / | -1 | /
24 | CCC(=O)Oc1c(-c2ccccc2)c2nc3ccccc3nc2c2ccccc12 | / | / | 2 | /
25 | CCOC(=O)c1[nH]c2ccc(Br)cc2c1NC(=O)CCN1CCCCC1 | / | / | 0 | /

In another format: results already given
nr | GSK3 alpha inh | HDAC3 inh | HSP90 refold inh | AI-2 QS modul | Compound
1 | / | / | 6 | / | O=c1c2cnn(-c3ccccc3)c2ncn1/N=C/c1ccncc1
15 | / | / | 3 | / | O=C(c1noc2c1CCc1ccccc1-2)N1CCc2ccccc2C1
12 | / | / | -2 | / | CCc1nc(SCC(=O)N2CCN(c3ccccc3)CC2)c2c(=O)n(C)c(=O)n(C)c2n1
7 | / | / | 3 | / | c1ccc2c(c1)nc(N1CCN(C3CCCCC3)CC1)c1nnnn12

Going on with the list.
nr | compound | GSK3 alpha inh | HDAC3 inh | HSP90 refold inh | AI-2 QS modul
26 | COCCNc1nnnc2c1sc1nc(N3CCOCC3)c3c(c12)CCCC3 | / | / | -2 | /
27 | Cc1cc(N=Cc2c(O)n(-c3ccc(C)c(C)c3)c(=O)c3ccccc23)no1 | / | / | -3 | /
28 | CCOc1nnnc2c1sc1nc(N3CCOCC3)c3c(c12)CC(C)(C)OC3 | / | / | 1 | /
29 | CC1SC(C)C(=O)N(CC(=O)NC2CCCCC2)C1=O (stereo unspecified) | / | / | -1 | /
30 | Cc1ccc(C)c(CSc2nc(-c3ccco3)nc3c2c(=O)n(C)c(=O)n3C)c1 | / | / | 6 | /
31 | Cc1c2c(n3c(nc4ccccc43)c1C#N)N(c1ccccc1)CC2 | / | / | -1 | /
32 | O=C1CC(=O)c2c1cccc2[N+](=O)[O-] | / | / | 0 | /
33 | CCOC(=O)N1CCC(NC(=O)Cn2c3ccccc3c3cn[nH]c(=O)c32)CC1 | / | / | 2 | /
34 | Cc1ccc(Cn2ccc(NC(=O)c3cc4nc5c(c(C(F)(F)F)n4n3)CCc3ccccc3-5)n2)cc1 | / | / | -5 | /
35 | O=C(O)C1CSC(c2ccc(O)c([N+](=O)[O-])c2)N1 (stereo unspecified) | / | / | 2 | /
36 | N#C/C(C(=O)c1ccccc1)=C1/SC=C(N)N1c1ccccc1 | / | / | -1 | /
37 | COC(=O)c1ccc(Cn2nnc3c(sc4nc(N5CCOCC5)c5c(c43)CCCC5)c2=O)o1 | / | / | 1 | /
38 | O=c1c2ccccc2nc(SCc2cc(=O)n3ccsc3n2)n1CCCO | / | / | 1 | /
39 | CC1=C(C(=O)Nc2ccccc2)C(c2sccc2C)n2nnnc2N1 (stereo unspecified) | / | / | 7 | /
40 | CC(C)[C@@H]1NC(=O)c2cc([N+](=O)[O-])cc(F)c2NCCC[C@@H](C(N)=O)NC(=O)[C@H](CO)NC1=O | / | / | 0 | /
41 | Cc1ccc(C(=O)N2CCN(C(=O)c3ccc(C)c(C)c3)C(C)C2)cc1C (stereo unspecified) | / | / | 3 | /
42 | CCCc1nc(N2CCOCC2)c2sc(=S)n(-c3ccccc3)c2n1 | / | / | 0 | /
43 | NC(=O)[C@@H]1CCNc2c(I)cc([N+](=O)[O-])cc2C(=O)N[C@@H](CO)C(=O)N[C@@H](Cc2ccc(O)cc2)C(=O)N1 | / | / | 3 | /
44 | CSc1nc(-c2ccccc2)nc2[nH]ccc(=O)c12 | / | / | -1 | /
45 | O=C1CCCc2nc3nc4ccccc4n3cc21 | / | / | 3 | /
46 | CCc1nc(SCC(=O)Nc2sc(C)c(C)c2C(=O)OC)c2ccccc2n1 | / | / | 1 | /
47 | C=C(C)COc1ccc(-c2nc(N)ncc2-c2ccc(OC)cc2)c(O)c1 | / | / | 4 | 7
48 | c1ccc2c(NCCCN3CCOCC3)c3ccccc3nc2c1 | 2 | / | -5 | /
49 | O=C(NCCO)Nc1ccc2nc(-c3ccco3)c(-c3ccco3)nc2c1 | 2 | / | 5 | /
50 | CCOC(=O)c1c(C)oc2c1c(C(c1ccncc1)N1CCOCC1)c(O)c1ccccc12 (stereo unspecified) | / | 12 | 0 | /

Looked up above.
For HSP90 refold inh, NC(=O)[C@@H]1CCNc2c(I)cc([N+](=O)[O-])cc2C(=O)N[C@@H](CO)C(=O)N[C@@H](Cc2ccc(O)cc2)C(=O)N1 is listed with 3
For HSP90 refold inh, COCCNc1nnnc2c1sc1nc(N3CCOCC3)c3c(c12)CCCC3 is listed with -2

One compound at a time, as listed above. Order of values: GSK3 alpha inh | HDAC3 inh | HSP90 refold inh | AI-2 QS modul
`O=c1c2ccccc2nc(SCc2cc(=O)n3ccsc3n2)n1CCCO` in the list: / | / | 1 | /
`N#C/C(C(=O)c1ccccc1)=C1/SC=C(N)N1c1ccccc1` in the list: / | / | -1 | /

Following part
nr | compound | GSK3 alpha inh | HDAC3 inh | HSP90 refold inh | AI-2 QS modul
51 | Cc1ccccc1C(=O)N1CCC(C(=O)OCc2nc(N)nc(Nc3ccccc3)n2)CC1 | 0 | 2 | / | /
52 | O=C(COc1ccc(Br)cc1)Nc1ccc(N2CCOCC2)cc1N1CCOCC1 | 1 | 4 | / | /
53 | Cc1ccc2nc(SC(C)C(=O)NC3CCCC3)[nH]c2c1 (stereo unspecified) | -2 | -1 | / | /
54 | COc1ccc(-c2sc3cc4c(cc3c2-c2ccc(OCCN3CCOCC3)cc2)OCO4)cc1 | -1 | -5 | / | /
55 | CCC1(C)NC(=O)N(CC(=O)N2CCC(Cc3ccccc3)CC2)C1=O (stereo unspecified) | 0 | -5 | / | /
56 | COc1ccc(CCNS(=O)(=O)c2ccc3[nH]c(=O)[nH]c3c2)cc1 | 0 | -6 | / | /
57 | O=C(CSc1nccc(=O)[nH]1)Nc1ccc2ccccc2c1 | -5 | 7 | / | /
58 | O=C(Nc1cccc(S(=O)(=O)NC2=NCCC2)c1)c1ccc(C(F)(F)F)cc1 | -2 | 3 | / | /
59 | Cc1cccc(C)c1NC(=O)CNC(=O)c1ccc2c(c1)OCCO2 | -7 | 0 | / | /
60 | CCOc1ccc(N2CC(C(=O)NNC(=O)c3ccc(F)cc3)CC2=O)cc1 (stereo unspecified) | 0 | -1 | / | /
61 | Cc1ccsc1C(=O)N(C)C1CCS(=O)(=O)C1 (stereo unspecified) | 1 | -2 | / | /
62 | COc1ccccc1C(=O)NCCC(=O)Nc1cccc(S(=O)(=O)N2CCCC2)c1 | 0 | 1 | / | /
63 | O=C(COc1ccccc1[N+](=O)[O-])Nc1ccc2c(c1)CCC2 | -4 | 2 | / | /
64 | O=C(CNC(=O)c1ccccc1F)Nc1ccc2c(c1)OCO2 | -2 | 7 | / | /
65 | COc1ccc(C(=O)OCc2cc(=O)n3c(C)csc3n2)cc1F | -6 | 3 | / | /
66 | CCCCC(CC)COC(=O)C(C#N)=C(c1ccccc1)c1ccccc1 (stereo unspecified) | -4 | -1 | / | /
67 | COc1cccc(/C(C)=N/Nc2ccc(S(=O)(=O)N3CCCCC3)cn2)c1 | -7 | -6 | / | /
68 | CCC1CCC2(CC1)NC(=O)N(CC(=O)NCc1ccc(Cl)cc1)C2=O (stereo unspecified) | 3 | 0 | / | /

Copied from above: entries 1 to 6
nr | compound | GSK3 alpha inh | HDAC3 inh | HSP90 refold inh | AI-2 QS modul
1 | O=c1c2cnn(-c3ccccc3)c2ncn1/N=C/c1ccncc1 | / | / | 6 | /
2 | O=C(Nc1ccc(N2CCOCC2)c(C(=O)O)c1)c1ccco1 | / | / | -4 | /
3 | CN(C)S(=O)(=O)N(CC(=O)Nc1ccccc1C(F)(F)F)c1ccccc1 | / | / | 0 | /
4 | O=P(O)(CN1CCCCC1)CN1CCCCC1 | / | / | -6 | /
5 | Cc1cccc(NC(=O)c2snc3c(=O)[nH]cnc23)c1 | / | / | 1 | /
6 | CCCN1C(=O)/C(=C/c2c(N3CCNC(=O)C3CC(=O)OC)nc3c(C)cccn3c2=O)SC1=S (stereo unspecified) | / | / | -1 | /
